Screens: PubChem BioAssay, several laboratories
ABCB6 inh 2: blocks the human ABCB6 transporter; K562-ABCB6 porphyrin accumulation, flow cytometry, 1 h; hits give low values; Q9NP58; hit rate 0.19% among 360,000; fluorescence ratio to DMSO, % at 10 µM;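 active = fluorescence ratio to DMSO below 75%, the collection mean minus 3 SD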;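 also: signal is porphyrin accumulated inside mitochondria; 100% equals median channel fluorescence of DMSO control wells; lower ratio means ABCB6 inhibition with less porphyrin fluorescence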
NOD2-RIPK2 inh: NOD2-RIPK2 protein interaction inhibition. inhibition, % at 4.98 µM. hit rate 0.38% among 360,000. CHO BLA complementation NOD2-RIPK2, CCF4 ratio. O43353; in the data active = inhibition above about 21%;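 also: 0% = vehicle only and 100% = reference blocker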
ABHD5 PLIN5 PPI: blocks binding of human ABHD5 to perilipin-5. Q00G26+Q8WTS1. Split G. princeps luciferase complementation, luminescence, 4 h. inhibition, % at 4 µM. hit rate 0.78% among 360,000. AID 602281;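 active = inhibition above the mean inhibition across every tested compound plus 3 SD, cut at about 22% in these data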;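 also: 0% = DMSO only wells and the 100% control is not disclosed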
SRC2 inh: inhibits human steroid receptor coactivator 2. Q15596. hit rate 0.17% among 370,000. AID 651957. HEK293 GAL4-SRC2 luciferase reporter, luminescence. inhibition, % at 9 µM;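 active = inhibition above the mean inhibition of all tested compounds plus 3 SD, set per campaign, cut at about 52% in these data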;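 also: 0% = DMSO treated cells and 100% = cells given Gossypol at 36 µM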
MC4R barr agon: human MC4R agonism via beta-arrestin. P32245. U2OS MC4R beta-arrestin complementation, luminescence; percent of melanotan II response, DMSO zero. activation, % at 8.9 µM. hit rate 0.98% among 360,000. AID 540308;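 active = activation above a per-plate cutoff, the mean activation of sample wells on that plate plus 3 SD, cut at about 8% in these data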
Target sequence (P32245 whole entry, looked up): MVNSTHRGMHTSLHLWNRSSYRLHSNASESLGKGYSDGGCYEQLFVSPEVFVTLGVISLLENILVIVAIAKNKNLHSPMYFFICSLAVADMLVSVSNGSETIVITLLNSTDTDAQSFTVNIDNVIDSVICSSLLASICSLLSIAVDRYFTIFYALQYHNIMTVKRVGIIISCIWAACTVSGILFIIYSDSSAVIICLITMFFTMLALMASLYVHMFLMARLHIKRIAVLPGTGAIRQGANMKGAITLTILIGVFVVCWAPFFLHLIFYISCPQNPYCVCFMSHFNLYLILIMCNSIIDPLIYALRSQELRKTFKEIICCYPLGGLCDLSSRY
MC4R antagonist: antagonists of human melanocortin 4 receptor (MC4R); P32245; MC4R-expressing cells, MTII-stimulated cAMP, LANCE TR-FRET; inhibition, % at 6.5 µM; hit rate 0.48% among 360,000;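 active = inhibition above its plate's cutoff, the mean of tested wells on that plate plus 3 SD, cut at about 29% in these data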;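 also: 0% = Melanotan II alone and 100% = Melanotan II plus saturating MCL0020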
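System – human MC4R-expressing U2OS cells · Also added – Melanotan II · Dosing – one concentration, 6.5 µM nominal · Timing – 30-min compound, 1-h challenge, 1-h detection, room temperature · Measured by – Eu-cAMP/anti-cAMP TR-FRET, emission 671 nm · Replicates – singlicate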
Cardio protect: protects H9c2 cardiomyocytes from peroxide injury; H2O2 injury protection, ATPLite, 2 h; protection from H2O2 cell death, % at 20 µM; hit rate 0.63% among 360,000; AID 588492;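 active = compounds giving at least 50% protection of heart cells from peroxide-induced death in the single-dose screen, raw or plate-pattern-corrected value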;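 also: 0% = DMSO wells with peroxide and 100% = DMSO wells without peroxide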
TLR9-MyD88 inh: blocks human TLR9 binding to MyD88; Q9NR96+Q99836; CHO BLA complementation TLR9-MyD88, CCF4 FRET ratio; inhibition, % at 4.98 µM; hit rate 0.21% among 340,000; AID 504734;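 active = inhibition above the mean over all tested compounds plus 3 SD, cut at about 21% in these data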;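 also: 0% = DMSO only wells and 100% = clavulanate BLA inhibitor control wells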
N-glyco inh: blocks N-linked glycosylation in D54 reporter cells | D54 ERlucT glycosylation luciferase reporter, 24 h; percent of 100 nM tunicamycin response | reporter increase, % at 12.5 µM | hit rate 0.23% among 360,000;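 active = mean luciferase reporter signal, scaled so untreated is 0 and the glycosylation-blocking control 100, at or above a set limit in every replicate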;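 also: luciferase carries N-glycosylation sites so blocking glycosylation raises the light; 0% = median of neutral control wells and 100% = median of 100 nM tunicamycin wells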
m5-HT2A agonist: activates the mouse 5-HT2A serotonin receptor | activation, % at 7.6 µM | hit rate 0.66% among 360,000 | CHO-K1 mHTR2A beta-arrestin complementation, luminescence; percent of 30 µM serotonin response | P35363;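 active = activation above a run cutoff, the mean activation of all tested compounds plus 3 SD, cut at about 14% in these data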;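 also: 0% = plate median of compound wells and 100% = 30 µM serotonin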
Active calls of the source: *; . = no result given. These rows are one share of the data; count on the stated rates, not on these rows.

SMILES	ABCB6 inh 2	NOD2-RIPK2 inh	ABHD5 PLIN5 PPI	SRC2 inh	MC4R barr agon	MC4R antagonist	Cardio protect	TLR9-MyD88 inh	N-glyco inh	m5-HT2A agonist
CCN(CC)S(=O)(=O)c1cc(NC(=O)COC(=O)CCC(=O)c2cccs2)ccc1C	97.0	8.9	-3.7	7.8	1.2	3.5	5.0	-7.0	0.1	0.3
Cc1ccc(NC(=S)N2CC(C)OC(C)C2)cc1C (stereo not given)	98.0	-1.2	-1.6	-8.1	-1.6	2.9	-1.0	-0.8	0.7	6.7
COc1ccc(CCNC(=O)CCCOc2ccc(Cl)cc2)cc1OC	89.0	4.1	3.7	9.5	-0.7	-0.5	-1.4	-7.4	-1.1	-1.6
COCCC(=O)N1CCCC(N2CCN(c3ccc(F)cc3)CC2)C1 (stereo not given)	89.0	-0.4	-3.6	-0.8	-1.2	-2.6	1.4	0.5	2.3	-11.2
COCCCNC(=O)C1CCC(CNS(=O)(=O)c2ccc(OC)cc2)CC1 (stereo not given)	91.0	-1.8	3.9	-16.7	-0.5	-1.1	5.8	-98.3	1.9	8.5
COC(=O)C1=C(C)NC(C)=C(C(=O)OC)C1c1cn(-c2ccccc2)nc1-c1ccco1	79.0	-2.6	10.1	6.1	-2.3	8.1	6.5	2.8	2.2	-3.7
Cn1c(=O)c2nc(SCCO)n(C)c2n(C)c1=O	96.0	-1.7	7.2	-0.7	-2.2	-1.8	-2.3	2.9	1.1	2.9
CC(C)CCSc1nnc(Cn2c(=O)sc3ccccc32)n1C	97.0	3.8	-3.4	5.1	-1.6	3.3	-6.7	-0.1	-0.5	2.5
CCCCNC(=O)C1(C)CCN1C(=O)c1ccc(C(F)(F)F)nc1C (stereo not given)	109.0	-0.6	2.5	-22.9	-0.6	6.7	-0.8	.	-0.9	-3.3
c1cnc(NC2C3CC4CC(C3)CC2C4)nc1 (stereo not given)	85.0	4.7	2.1	13.6	0.7	1.6	-0.6	1.4	-1.7	-1.6
Cc1ccc(S(=O)(=O)N(CC(=O)O)Cc2ccccc2F)cc1	100.0	11.7	4.1	-22.8	-1.5	9.9	-3.3	3.6	1.5	-1.2
O=C(NCC(c1ccco1)N1CCN(c2ccccc2)CC1)c1ccco1 (stereo not given)	97.0	-1.0	-3.8	.	-1.7	12.3	-0.8	-0.7	2.9	-6.7
CC(=O)c1ccc(NC(=O)CN2CCN(c3ncccn3)CC2)cc1	94.0	3.5	1.6	2.0	-1.6	4.1	2.5	-5.3	1.9	11.3
CCOc1ccccc1N(CC(=O)NC1CCCCC1)C(=O)CCC(=O)Nc1cc(C)ccn1	94.0	-0.7	0.4	-7.6	0.2	12.3	4.0	10.7	0.2	-1.6
COc1ccccc1C(=O)Nc1ccnn1C1CCN(Cc2cnc(N(C)C)s2)CC1	94.0	-4.5	0.3	2.2	-2.6	-3.6	0.4	2.0	3.6	-7.1
Cc1ccc(C(=O)Nc2c3c(nn2-c2ccccc2)CS(=O)(=O)C3)cc1C	102.0	-0.1	-4.3	-4.9	-1.7	-2.5	3.3	4.6	0.0	-10.5
CCOC(=O)N1C(=O)NC(=O)C1c1ccccc1 (stereo not given)	85.0	5.1	-1.5	0.1	0.7	-3.6	6.0	-10.2	2.9	1.7
COc1ccc(/C=C/C(=O)Nc2ccccc2C(N)=O)cc1S(=O)(=O)N1CCOCC1	101.0	1.4	-10.3	-8.1	1.9	5.1	7.2	9.3	-0.3	11.0
O=C(CSc1ccc2ccccc2c1)Nn1cnnc1	96.0	2.8	-2.3	-2.3	0.9	8.5	-1.8	-1.0	0.3	0.9
O=C(Cn1nc2ccccc2n1)N/N=C/c1ccc(F)cc1	97.0	-10.1	-4.7	-22.9	-1.1	10.6	1.7	-10.7	0.3	0.2
COCCN(C(=O)COC(=O)COc1ccc(Cl)c(C)c1)c1c(N)n(Cc2ccccc2)c(=O)[nH]c1=O	100.0	-3.2	-4.4	-8.4	-1.2	19.9	-0.1	-9.0	1.6	0.6
COc1ccccc1C(=O)Nc1ccc(CN2CCCCC2)cc1	93.0	-2.6	2.4	-23.8	-0.9	11.6	8.0	5.3	-3.0	1.9
O=C(CCN1CCN(c2ccccc2)CC1)Nc1ccc(OCc2ccccc2)cc1	99.0	-6.5	10.9	-27.6	0.1	5.7	-2.6	8.7	-3.2	-14.6
COC(=O)c1ccc2c(c1)C(C)(C)C(/C=C/c1ccc(OC)c(OC)c1OC)=[N+]2C	202.0	26.4*	47.0*	20.2	-0.6	8.8	-20.3	2.1	-8.0	-1.4
CCc1ccc(OC)c(-c2csc(N)n2)c1	95.0	-4.9	-4.9	-6.4	-0.7	9.5	2.9	-1.1	0.8	-2.3
CCOCCCNC(=O)CCN1C(=O)c2ccccc2Sc2ncccc21	87.0	-12.2	-4.9	-13.0	-1.7	0.8	1.5	1.0	1.6	-1.1

Ordered by number of heavy atoms (smallest number first): some entries from above.
SMILES	ABCB6 inh 2	NOD2-RIPK2 inh	ABHD5 PLIN5 PPI	SRC2 inh	MC4R barr agon	MC4R antagonist	Cardio protect	TLR9-MyD88 inh	N-glyco inh	m5-HT2A agonist
O=C(Cn1nc2ccccc2n1)N/N=C/c1ccc(F)cc1	97.0	-10.1	-4.7	-22.9	-1.1	10.6	1.7	-10.7	0.3	0.2
Cc1ccc(C(=O)Nc2c3c(nn2-c2ccccc2)CS(=O)(=O)C3)cc1C	102.0	-0.1	-4.3	-4.9	-1.7	-2.5	3.3	4.6	0.0	-10.5
COC(=O)c1ccc2c(c1)C(C)(C)C(/C=C/c1ccc(OC)c(OC)c1OC)=[N+]2C	202.0	26.4*	47.0*	20.2	-0.6	8.8	-20.3	2.1	-8.0	-1.4
O=C(CCN1CCN(c2ccccc2)CC1)Nc1ccc(OCc2ccccc2)cc1	99.0	-6.5	10.9	-27.6	0.1	5.7	-2.6	8.7	-3.2	-14.6
COCCN(C(=O)COC(=O)COc1ccc(Cl)c(C)c1)c1c(N)n(Cc2ccccc2)c(=O)[nH]c1=O	100.0	-3.2	-4.4	-8.4	-1.2	19.9	-0.1	-9.0	1.6	0.6
